Screens (PubChem BioAssay)
IMPase Li inh – membrane-permeable IMPase blocker, potentiated with lithium; AID 1457; CHO-M1 cells, IP1 TR-FRET (IP-One), carbachol + lithium; 0.35% of 210,000 active; Potency, µM (doses to about 59.4 µM), without a hit: at the highest dose activity, negative = IMPase inhibition, actives largely listed as inhibitors;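 note: IP1 builds up when IMPase is blocked and the TR-FRET signal falls; potency is the fitted concentration of half-maximal effect; plate controls were basal vehicle for no effect and high inhibitor control for full effect; nearly all actives have a fitted effect of over 50% in size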
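IP1 accumulation measured by competitive TR-FRET in lysed CHO-M1 cells after 30 min compound exposure at 37C, with a small lithium addition to potentiate weak responses. Hill-equation AC50 from ratio and donor-channel data.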
CBFb-RUNX1 inh – blocks binding between human CBF-beta and RUNX1. Potency, µM (series often up to 59.8 µM), for the others: top-dose activity, negative = inhibition, most hits filed as inhibitors. AlphaScreen CBFb-His/RUNX1-biotin binding, biochemical. 230,000 tested, under 10 active. Q01196+Q13951; note: % of control where 0% means no effect
Target sequence (Q01196 whole entry, looked up): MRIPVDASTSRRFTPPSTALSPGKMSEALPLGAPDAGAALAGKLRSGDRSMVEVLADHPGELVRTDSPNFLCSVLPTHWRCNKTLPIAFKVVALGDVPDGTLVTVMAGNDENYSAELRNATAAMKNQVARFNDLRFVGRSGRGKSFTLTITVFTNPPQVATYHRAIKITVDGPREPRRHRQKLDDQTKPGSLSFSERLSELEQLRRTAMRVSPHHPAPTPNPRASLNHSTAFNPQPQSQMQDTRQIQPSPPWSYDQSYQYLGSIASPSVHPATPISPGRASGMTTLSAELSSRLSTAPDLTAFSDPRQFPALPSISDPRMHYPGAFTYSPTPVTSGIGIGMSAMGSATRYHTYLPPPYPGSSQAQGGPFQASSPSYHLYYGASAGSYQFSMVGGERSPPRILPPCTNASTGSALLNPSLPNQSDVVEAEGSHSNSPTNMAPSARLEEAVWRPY
Target sequence (Q13951 whole entry, looked up): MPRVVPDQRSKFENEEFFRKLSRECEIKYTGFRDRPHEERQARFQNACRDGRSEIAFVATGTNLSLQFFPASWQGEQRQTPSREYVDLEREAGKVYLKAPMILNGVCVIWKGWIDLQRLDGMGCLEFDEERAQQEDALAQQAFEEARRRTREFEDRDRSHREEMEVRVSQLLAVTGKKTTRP
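CBFb-His/RUNX1-biotin, 30 nM each, preincubated 20 min RT; compound 15 min RT; Ni + streptavidin beads 50 ng each, 90 min RT; AlphaScreen read.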
KinaseGlo FLuc – counter-screen: inhibitors of Kinase-Glo firefly luciferase | Q27757 | Kinase-Glo luciferase, ATP luminescence, 8 min | Potency, µM (highest dose often 38.3 µM), inactives show at the top dose activity change, negative = inhibition, hits mostly inhibitors | 0.28% of 200,000 active | AID 1379; note: potency is the fitted concentration of half-maximal effect; % is set by controls: 0 for no effect and ±100 for the full control effect; nearly all actives have a fitted effect of over 60% in size
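Compounds were added to a substrate mix at pH 7.2 (50 mM imidazole, 10 uM ATP, within the enzyme's linear range), followed by Kinase-Glo detection reagent; luminescence was measured after 8 minutes at ambient temperature.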
HTT aggregate – inhibitors of mutant huntingtin aggregate formation in PC12 cells. PC12 HttQ103-GFP aggregates, Acumen cytometry, 40 h. Potency, µM (highest dose often 46.1 µM), for the others: at the top dose activity change, negative = inhibition, most hits filed as inhibitors. 1.1% of 220,000 active; note: potency is the fitted concentration of half-maximal effect; % is set by controls: 0 for no effect and ±100 for the full control effect; nearly all actives have a fitted effect of over 60% in size
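PC12 cells with ecdysone-inducible HTT exon1 Q103-GFP, induced by 100 nM tebufenozide, given compounds in a concentration series. GFP aggregates (1–25 um, 6 SD above background) counted in lysates by laser-scanning cytometry, 488 nm excitation.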
NPSR antag – neuropeptide S receptor (human) antagonism, cAMP; Q6W5P4; CHO-NPSR cells, cAMP TR-FRET, antagonist mode; Potency, µM (series often up to 38.3 µM), for the others: at the top dose activity change, negative = inhibition, actives largely listed as inhibitors; 1% of 220,000 active; AID 1461; note: potency is the fitted concentration of half-maximal effect; % is set by controls: 0 for no effect and ±100 for the full control effect; nearly all actives have a fitted effect of over 50% in size; many of its hits are not listed in these tables
Target sequence (Q6W5P4 whole entry, looked up): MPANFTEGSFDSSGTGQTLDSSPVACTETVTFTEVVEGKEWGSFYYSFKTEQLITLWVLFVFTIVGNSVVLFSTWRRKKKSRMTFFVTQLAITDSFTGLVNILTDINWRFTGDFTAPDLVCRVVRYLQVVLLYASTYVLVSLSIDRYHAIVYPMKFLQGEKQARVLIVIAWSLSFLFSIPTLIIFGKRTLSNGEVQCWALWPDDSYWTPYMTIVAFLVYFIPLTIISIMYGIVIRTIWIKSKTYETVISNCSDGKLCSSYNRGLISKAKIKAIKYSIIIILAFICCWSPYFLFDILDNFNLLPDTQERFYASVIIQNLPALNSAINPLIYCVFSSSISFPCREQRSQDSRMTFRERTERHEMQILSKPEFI
Epigenetic derep – epigenetic control regulation, reporter derepression; murine LDR cells, GFP reporter derepression, 30 h; 0.2% of 280,000 active; Potency, µM (titrated, usually from 53.9 µM), for the others: top-dose GFP activation, actives largely listed as activators; note: potency is the fitted concentration of half-maximal effect; % of control where 0% means no effect; nearly all actives have a fitted effect of over 60% in size
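Murine LDR cells carrying a silenced, genomically integrated CMV-driven GFP reporter were exposed to compound for 30 hours at 37 C. After PBS washes, GFP-positive cells (20–120 um objects) were counted by laser-scanning microplate cytometry.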
L3MBTL1 block – L3MBTL1 (human) inhibition; Q9Y468; AlphaScreen L3MBTL1–H3K9me1 peptide binding; Potency, µM (titrated, usually from 57.1 µM), for the others: top-dose activity, negative = inhibition, hits mostly inhibitors; 0.66% of 230,000 active; note: potency is the fitted concentration of half-maximal effect; % is set by controls: 0 for no effect and ±100 for the full control effect; nearly all actives have a fitted effect of over 60% in size
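L3MBTL1 (50 nM) pre-complexed 30 min with biotinylated H3(1-15)K9me1 peptide (75 nM), then compounds added for 30 min at room temperature; AlphaScreen streptavidin donor/nickel chelate acceptor beads (10 ug/mL final) read after 30 min dark incubation.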
An asterisk follows results filed as active; ? = inconclusive; · = not tested or not shown; [ ] = dose if it differs, or a comment. Calls come from the whole dose curve; as a rule, active = well fitted curve in the direction sought with a large enough effect; inconclusive = small, poorly fitted or top-dose-only effect, or another doubt; inactive = no such curve, though single readings can be large; an effect the other way counts as inactive or inconclusive. The list is partial; the hit share may differ from the screen's.

Results follow in this order: IMPase Li inh | CBFb-RUNX1 inh | KinaseGlo FLuc | HTT aggregate | NPSR antag | Epigenetic derep | L3MBTL1 block
[1] O=C(CCl)N=c1sccn1Cc1ccc(Cl)cc1Cl
    6% | 3% | -3% | ? | -33% | 0.9% | ·
[2] CCCc1nc2ccccc2c(=O)n1NC(=O)c1c(O)c2ccccc2n(C)c1=O
    2% | -2% | 2% | -20%[9.22 µM] | ? | 3.2% | 6%
[3] CN1C(=O)NC(c2ccccc2)C2=C1CN(Cc1ccco1)C2=O (stereo unspecified)
    19%[38.3 µM] | 10% | 3% | -13% | -7%[46.1 µM] | 0.8% | -3%
[4] C/C(=N/OC(=O)c1c(-c2c(Cl)cccc2Cl)noc1C)c1cnccn1
    24% | 8% | 1% | -7% | 37% | -0.9% | -2%
[5] O=C(NC1=C(Nc2ccc(F)cc2)C(=O)c2ccccc2C1=O)c1ccc(Cl)cc1
    23% | -4% | -11% | -2% | -4% | 3.0% | -27%
[6] COc1cc(OC)cc(C(=O)OCC(=O)Nc2ccc(F)cc2F)c1
    14% | 7% | 1% | 12% | -3% | 2.2% | 2%
[7] COc1cc(C)c(CNC2CCCCC2)cc1C
    -3%[38.3 µM] | 2% | -5% | -8% | -4%[46.1 µM] | -0.2% | ·
[8] OCCC1CN(Cc2cc3c(cc2Cl)OCO3)CCN1C1CCCCC1 (stereo unspecified)
    36%[activator] | 10% | -1% | 27%[9.22 µM] | -8% | -1.1% | -7%
[9] O=c1c2ccccc2nc(CSc2nnnn2-c2ccccc2)n1-c1ccccc1Cl
    2% | 5% | -1% | -18% | 3%[46.1 µM] | 0.3% | 2%
[10] Nc1ccc(N2CCN(c3ccccc3)CC2)c(F)c1
    3% | -14% | 1% | 8%[9.22 µM] | 2% | -1.3% | -18%
[11] COc1ccc(-c2csc(COC(=O)C(C)(C)C)n2)cc1
    · | 14% | · | 8%[9.22 µM] | 4% | 1.2% | 34%[activator]
[12] C=C1c2cccc(C(F)(F)F)c2O[C@H](C(=O)OCC)[C@@H]1CCCCCC
    3% | 8%[89.1 µM] | -1%[39.9 µM] | · | · | 6.7% | ·
[13] CC(=O)c1cc2c(cc1NS(=O)(=O)c1ccccc1C)OCO2
    9% | 2% | 5% | -3%[9.22 µM] | -15% | -3.3% | 3%
[14] FC(F)(F)c1ccc(Oc2ccc(Cl)cc2Br)nc1
    9% | 3% | -2% | -15% | -28% | 1.1% | 46%[activator]
[15] COc1ccc(OCC(=O)N/N=c2\oc3c(OC)cccc3cc2C(N)=O)cc1
    -5% | -4% | 1% | 8% | 12% | -0.9% | 2%
[16] Cc1ccc(NC(=O)CCCSc2ccccc2)cc1S(=O)(=O)N1CCOCC1
    5% | 16% | 3% | -9% | -21% | -5.1% | -2%
[17] CCOC(=O)/C(C#N)=C/c1cn(CCC(=O)O)nc1-c1cccc(Cl)c1
    -9% | 1% | 4% | 4% | -29% | -0.3% | -1%
[18] COc1ccc(C(=O)N2CC(c3ccccc3)CC2=O)cc1 (stereo unspecified)
    · | 18% | · | -7%[9.22 µM] | -13% | 0.5% | 2%
[19] COc1ccc(NC(=O)C23CC4CC(C2)CC(c2ccc(C)cc2)(C4)C3)cc1
    18% | -5% | 0% | -11% | -40% | 0.0% | 3%
[20] CCCCNc1nc2sc3c(c2c(=O)n1-c1cccc(Cl)c1)CCN(C)C3
    · | 6% | · | 14%[9.22 µM] | 16% | 5.0% | -25%
[21] COc1ccc([N+](=O)[O-])cc1NC(=S)NC(C)=O
    0% | 3% | -2% | ? | 0% | 0.0% | -5%
[22] Cc1c(C(=O)OC/C(O)=C(\C#N)c2nc3ccccc3[nH]2)oc2ccc(Br)cc12
    · | 4% | · | -12%[9.22 µM] | ? | 0.0% | ·
[23] N#Cc1ccc(N2CCCC2C(=O)O)c([N+](=O)[O-])c1 (stereo unspecified)
    0%[38.3 µM] | -2% | 0% | 8% | -10%[46.1 µM] | 5.0% | 12%
[24] C[C@@H]1NC(=O)[C@H](CCC(=O)O)NC(=O)c2cc([N+](=O)[O-])cc(F)c2NCCC[C@@H](C(N)=O)NC1=O
    4% | 1%[2.36 µM] | 2% | 2% | 10% | 3.8% | 3%
[25] CC(C)c1ccc(NC(=S)Nc2ccc3[nH]c(=O)[nH]c3c2)cc1
    · | -4% | · | 25%[9.22 µM] | -19% | -0.3% | -8%
[26] COc1ccc(-n2ccnc2SCC(=O)Nc2ccc(OC)cc2OC)cc1
    -2%[38.3 µM] | -17% | 3% | 5% | -18%[46.1 µM] | -1.1% | -9%
[27] O=C(CSc1nnc(-c2ccncc2)n1CC1CCCO1)NCc1ccccc1 (stereo unspecified)
    -4%[38.3 µM] | 2% | 1% | 3% | -12%[46.1 µM] | -1.0% | ·
[28] O=C(CN1C(=O)c2ccccc2C1=O)NCc1ccccn1
    4%[38.3 µM] | 2% | -3% | 14% | 12%[46.1 µM] | -0.5% | -1%
[29] COc1ccc(C(CC(=O)O)NC(=O)COc2ccccc2)cc1 (stereo unspecified)
    13% | 11% | 9% | -5% | -25%[46.1 µM] | 0.0% | -3%
[30] C=CCN1C=C/C(=C\C=C(C#N)C#N)c2ccccc21
    38%[activator] | -5% | ? | 19% | -35% | 0.0% | ?
[31] O=c1c2ccccc2c(C=Nc2ccc(Cl)cn2)c(O)n1-c1cc(Cl)ccc1N1CCOCC1
    4%[38.3 µM] | 3% | 0% | 6%[9.22 µM] | -7%[46.1 µM] | -1.2% | 8%
[32] O=S(=O)(NCCc1ccccn1)c1ccc(F)c(F)c1
    -2%[38.3 µM] | 3% | -7% | -2% | 8%[46.1 µM] | -1.7% | 0%
[33] O=C(Nc1cccc(Cl)c1N1CCCCC1)c1ccc(N2CCOCC2)c([N+](=O)[O-])c1
    -3% | 6% | 3% | 16% | -1% | 1.6% | 2%
[34] CCc1ccc(OCC(=O)Nc2ccc(-c3nc4ccccc4o3)c(O)c2)cc1
    5.6µM* | -2% | -5% | 0% | -6%[46.1 µM] | ? | -7%
[35] COc1ccc(C(C(=O)NCC2CCCO2)N(C(=O)CNC(=O)c2cccs2)c2ccc(NC(C)=O)cc2)cc1OC (stereo unspecified)
    -5% | -5% | -1% | · | 8% | 1.0% | 5%
[36] CC1CN(C(=O)C(C)Sc2nnnn2C)CC(C)O1 (stereo unspecified)
    -6% | 3% | 0% | -19% | 16% | 1.1% | ·
[37] COc1cccc(CN2CCCC(CNC(=O)c3ccc(F)cc3)C2)c1OC (stereo unspecified)
    20% | 5% | 0% | -15%[9.22 µM] | 9% | 5.1% | 3%
[38] CSc1nc2sc3c(c2c(=O)n1C)CCC(C)C3 (stereo unspecified)
    6%[38.3 µM] | 2% | -5% | -12% | -16%[46.1 µM] | -1.1% | 6%
[39] N/C(=N\c1nc2ccccc2o1)NC(=O)c1cccc(Br)c1
    · | 9% | · | 4%[9.22 µM] | 17% | 4.3% | 8%
[40] CCC(C)N=C1SCC(C)(/C=N/O)S1 (stereo unspecified)
    25%[38.3 µM] | 6% | -1% | -3% | 9%[46.1 µM] | 6.6% | -6%
[41] Cc1[nH]c(=S)[nH]c(=O)c1CCOc1ccccc1
    1%[38.3 µM] | 3% | -2% | 20% | -10%[46.1 µM] | -1.8% | 3%
[42] CCCCn1cnc(C(=O)OCC)c1N
    -1% | -3% | -1% | 6% | 20% | 0.0% | -8%
[43] CCOC(=O)c1c(NC(=O)CSc2nnc(-c3cccnc3)o2)sc(C)c1C
    14% | 8% | -1% | -7% | -14%[46.1 µM] | 2.4% | -3%
[44] Cc1cccc(NC(=O)NCC(F)(F)F)n1
    22%[38.3 µM] | 6% | 3% | -2%[1.84 µM] | 3%[46.1 µM] | -0.2% | ·
[45] COc1ccc(CNC(=O)COC(=O)[C@H](Cc2c[nH]c3ccccc23)NC(=O)c2cccs2)cc1
    2% | -4% | 7% | -6% | -4% | 0.0% | -16%
[46] Cc1ccc(NC(=O)c2ccc(Cl)cc2[N+](=O)[O-])nc1
    -1% | 5% | 0% | 8%[9.22 µM] | -1% | 1.1% | 5%
[47] COc1ccc(CC(=O)OCC(=O)Nc2c(C)n(C)n(-c3ccccc3)c2=O)cc1
    -4%[38.3 µM] | 3% | -1% | 3% | -10%[46.1 µM] | -1.6% | 4%

Of the compounds above, 9 contain fluorine:
Results follow in this order: IMPase Li inh | CBFb-RUNX1 inh | KinaseGlo FLuc | HTT aggregate | NPSR antag | Epigenetic derep | L3MBTL1 block
[5] O=C(NC1=C(Nc2ccc(F)cc2)C(=O)c2ccccc2C1=O)c1ccc(Cl)cc1
    23% | -4% | -11% | -2% | -4% | 3.0% | -27%
[6] COc1cc(OC)cc(C(=O)OCC(=O)Nc2ccc(F)cc2F)c1
    14% | 7% | 1% | 12% | -3% | 2.2% | 2%
[10] Nc1ccc(N2CCN(c3ccccc3)CC2)c(F)c1
    3% | -14% | 1% | 8%[9.22 µM] | 2% | -1.3% | -18%
[12] C=C1c2cccc(C(F)(F)F)c2O[C@H](C(=O)OCC)[C@@H]1CCCCCC
    3% | 8%[89.1 µM] | -1%[39.9 µM] | · | · | 6.7% | ·
[14] FC(F)(F)c1ccc(Oc2ccc(Cl)cc2Br)nc1
    9% | 3% | -2% | -15% | -28% | 1.1% | 46%[activator]
[24] C[C@@H]1NC(=O)[C@H](CCC(=O)O)NC(=O)c2cc([N+](=O)[O-])cc(F)c2NCCC[C@@H](C(N)=O)NC1=O
    4% | 1%[2.36 µM] | 2% | 2% | 10% | 3.8% | 3%
[32] O=S(=O)(NCCc1ccccn1)c1ccc(F)c(F)c1
    -2%[38.3 µM] | 3% | -7% | -2% | 8%[46.1 µM] | -1.7% | 0%
[37] COc1cccc(CN2CCCC(CNC(=O)c3ccc(F)cc3)C2)c1OC (stereo unspecified)
    20% | 5% | 0% | -15%[9.22 µM] | 9% | 5.1% | 3%
[44] Cc1cccc(NC(=O)NCC(F)(F)F)n1
    22%[38.3 µM] | 6% | 3% | -2%[1.84 µM] | 3%[46.1 µM] | -0.2% | ·

A draw from above in order of SMILES length, smallest number first.
Results follow in this order: IMPase Li inh | CBFb-RUNX1 inh | KinaseGlo FLuc | HTT aggregate | NPSR antag | Epigenetic derep | L3MBTL1 block
[42] CCCCn1cnc(C(=O)OCC)c1N
    -1% | -3% | -1% | 6% | 20% | 0.0% | -8%
[40] CCC(C)N=C1SCC(C)(/C=N/O)S1 (stereo unspecified)
    25%[38.3 µM] | 6% | -1% | -3% | 9%[46.1 µM] | 6.6% | -6%
[44] Cc1cccc(NC(=O)NCC(F)(F)F)n1
    22%[38.3 µM] | 6% | 3% | -2%[1.84 µM] | 3%[46.1 µM] | -0.2% | ·
